Nrf2 block: Nrf2 qHTS screen for inhibitors | A549 ARE-Fluc reporter, luciferase luminescence, 18-24 h | Potency, µM (doses to about 46 µM), without a hit: at the top dose activity change, negative = inhibition, usual class: inhibitors | hit rate 2.1% among 360,000; note: potency is the fitted concentration of half-maximal effect; % is set by controls: 0 for no effect and ±100 for the full control effect; nearly all actives have a fitted effect of over 60% in size
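A549 ARE_Fluc cells (5000/well, 5% FBS OPTI-MEM) pre-incubated 2 h, then treated with compounds 18-24 h at 37C/5% CO2 in concentration-response. CellTiter-Fluor viability read first; BugLite luciferase luminescence after 15 min at room temperature gives Nrf2 activity.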
Mm-Cpn inhibitor: Inhibitors of TCP-1 ring complex (TRiC) of Methanococcus maripaludis (MmCpn): qHTS. hit rate 0.031% among 330,000. Potency, µM (highest dose often 76.9 µM), for inactives: top-dose activity, negative = inhibition, usual class: inhibitors. AID 504842, 2011. purified Mm-Cpn ATPase, ADP Transcreener TR-FRET. Chaperonin Mm-Cpn (Methanococcus maripaludis); note: potency is the fitted concentration of half-maximal effect; % is set by controls: 0 for no effect and ±100 for the full control effect; nearly all actives have a fitted effect of over 80% in size
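ATPase turnover read by TR-FRET ADP competition (Eu cryptate antibody/ADP-d2, 665/590 nm): 10uM ATP final, 25nM Mm-CPN final, 30 min 37degC after 10-min compound preincubation, pH 7.4 Tris/KCl/MgCl2/DTT buffer.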
HepG2 tox: qHTS for Inhibitors of TGF-b: Cytotox Counterscreen | hit rate 0.76% among 410,000 | Potency, µM (highest dose often 46.1 µM), for the others: at the highest dose activity change, negative = cytotoxicity, hits mostly cytotoxic | HepG2 CAGA-GFP viability, ATP luminescence, 18 h | AID 588856, 2011; note: potency is the fitted concentration of half-maximal effect; some results filed as inactive show a strong effect at the top dose
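CellTiter-Glo luminescence gave cytotoxicity after 18 hours at 37 degrees C. The cells were HepG2 CAGA-GFP in 1% FBS DMEM, stimulated with 500 pg/mL TGF-beta after compound addition. %Activity was normalised to no-cell wells (complete cell-killing) and DMSO (no toxicity), and curves were fitted and classified.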
Nrf2 ARE act: qHTS of Nrf2 Activators; hit rate 0.31% among 410,000; AREc32 ARE-luciferase reporter (MCF7-derived line), luminescence, 24 h; Potency, µM (series often up to 46.1 µM), for inactives: top-dose activation, hits mostly activators; AID 624171, 2012; note: potency is the fitted concentration of half-maximal effect; % of control where 0% means no effect; nearly all actives have a fitted effect of over 65% in size
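Each well held 1000 AREc32 cells, which were incubated with compound for 24 hr at 37 deg C after overnight attachment, and ARE reporter activity was quantified by firefly luciferase luminescence.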
Akt phos inh: HTS Assay for Inhibitors of Akt Phophorylation: Primary Screen. AID 651550, 2012. Neuro2A IGF-stimulated pAkt S473 HTRF, 20 min; hits give low values. hit rate 0.32% among 360,000. activity change, % for hits at 50 µM; in the data active = activity change below about -80%; inconclusive = mostly about -51% to -80%; note: % is set by controls: 0 for no effect and ±100 for the full control effect
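Neuro2A cells in DMEM with 0.5% FBS, overnight at 37 deg C, given compound at single 50 µM final, then IGF (6 nM final) for 20 min at 37 deg C. Lysed; phospho-Akt Ser473 by HTRF after 24 h, 665/615 ratio.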
TGFb inhibitor: qHTS for Inhibitors of TGF-b; HepG2 CAGA-GFP TGF-b/SMAD3 reporter, GFP fluorescence, 18 h; TGF-beta stimulated, 500 pg/mL final; Potency, µM (titrated, usually from 46.1 µM), for inactives: at the top dose activity, negative = inhibition, hits mostly inhibitors; hit rate 1.2% among 410,000; AID 588855, 2011; note: potency is the fitted concentration of half-maximal effect; % is set by controls: 0 for no effect and ±100 for the full control effect; nearly all actives have a fitted effect of over 65% in size
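Using HEPG2 CAGA-GFP reporter cells at 1000 cells/well, we pinned test compounds, stimulated with recombinant TGF-beta (500 pg/mL final) and measured total well GFP after 18 h.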
CCT chaperon mod: High-Throughput Screening for Modulators of Cytosolic Chaperonin Activity | purified chaperonin ATPase assay, HTRF ADP detection, 30 min | activity change, % (test concentration not listed), hits read low | hit rate 0.3% among 360,000; in the data active = activity change below about -30%; note: % is set by controls: 0 for no effect and ±100 for the full control effect
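We incubate TRiC, 40 or 20 nM final, with library compounds at 76 uM and 10 uM ATP for 30 min at 37 °C. ADP formed is detected with Transcreener HTRF reagents after 30 min at room temperature.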
S2 tox: Viability Counterscreen for Primary qHTS for Inhibitors of ATXN expression | S2 cells (HEK-293 line with an ATXN2-luciferase reporter) viability, CellTiter-Fluor protease fluorescence, 24 h | Potency, µM (titrated, usually from 56.7 µM), hits mostly cytotoxic | hit rate 0.49% among 400,000 | AID 651635, 2014; note: potency is the fitted concentration of half-maximal effect; nearly all actives have a fitted effect of over 40% in size
A549 viability: Nrf2 qHTS screen for inhibitors: counterscreen for cytotoxicity; A549 ARE-Fluc cells, CellTiter-Fluor viability, 18-24 h; Potency, µM (top dose mostly 46 µM), inactives show at the top dose activity change, negative = cytotoxicity, actives largely listed as inhibitors; hit rate 0.16% among 390,000; AID 504648, 2011; note: potency is the fitted concentration of half-maximal effect; % is set by controls: 0 for no effect and ±100 for the full control effect
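A549 ARE_Fluc cells in 5% FBS OPTI-MEM were exposed to compounds in concentration-response for 18-24 h at 37 deg C. Viability was read by CellTiter-Fluor fluorescence (Ex 405/Em 525) after 30 min, before the luciferase read.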
* = called active by the depositor; i = inactive; ? = inconclusive; . = no result given; [ ] = remark or other dose. Unless noted, calls come from the whole dose curve; as a rule, active = well fitted curve in the direction sought with a large enough effect; inconclusive = small, poorly fitted or top-dose-only effect, or another doubt; inactive = no such curve, though single readings can be large; an effect the other way counts as inactive or inconclusive.

SMILES	Nrf2 block	Mm-Cpn inhibitor	HepG2 tox	Nrf2 ARE act	Akt phos inh	TGFb inhibitor	CCT chaperon mod	S2 tox	A549 viability
CC1=C(C(=O)OC(C)C)C(c2ccc(Cl)cc2)n2c(s/c(=C\c3ccc(OCC(=O)O)cc3)c2=O)=N1 (stereo unspecified)	1.0%	0.7%	-0.7%	0.4%	i	18.2%	-2.0	.	?
CC(C)N(C(=O)[C@H]1C[C@H](CC(=O)NCCC2=CCCCC2)C(=O)N2CCc3c([nH]c4cc(-c5ccco5)ccc34)[C@]12C)C(C)C	?	-1.2%	-4.3%	-0.7%	i	?	0.6	?	?
C[C@]12c3[nH]c4ccc(Cl)cc4c3CCN1C(=O)[C@@H](CC(=O)NCC13CC4CC(CC(C4)C1)C3)C[C@@H]2C(=O)N1CCCCC1	?	3.8%	4.9%	-0.3%	i	0.4%	-0.9	?	?
Cc1ccc(/C=C/c2nnc(-c3cccs3)o2)cc1	?	0.7%	-14.4%	-0.5%	i	0.2%	3.5	i	2.7%
COC(=O)C1CCN(CC(=O)Nc2ccc3c(c2)OCCO3)CC1	13.8%	0.0%	4.7%	-0.6%	i	11.5%	0.7	i	3.1%
O=C(CN1CCN(S(=O)(=O)c2ccccc2)CC1)N1CCCCC1	-6.6%	1.3%	-3.9%	0.0%	i	2.5%	-2.5	i	-3.9%
CSc1ccccc1C(=O)N(CC1CCCO1)c1c(N)n(Cc2ccccc2)c(=O)[nH]c1=O (stereo unspecified)	10.5%	0.7%	-34.8%	-0.1%	i	0.8%	-2.0	i	0.6%
COc1ccc(/C=N\NC(=O)c2cc(OCC(F)(F)F)ccc2OCC(F)(F)F)cc1	-18.3%	-4.5%	-22.0%	-0.6%	i	0.0%	0.4	?	-11.0%
Cc1ccc(NC(=O)c2cc(-c3ccccc3)nn2-c2ccccc2)cc1	-22.0%	0.1%	0.2%	0.6%	i	-6.0%	-0.5	i	4.6%
N=c1c(S(=O)(=O)c2ccccc2)cc2c(=O)n3ccccc3nc2n1C1CCCCC1	?	.	-4.6%	0.0%	i	?	-1.1	i	-3.1%
COc1cc2c(cc1OC)C(COc1ccc3c(C)cc(=O)oc3c1)N(C(=O)Cc1ccc(F)cc1)CC2 (stereo unspecified)	0.1%[9.27 µM]	.	-47.2%	-1.1%	.	1.0%	.	i	3.2%
COc1cc(C(=O)OC2CSCC2NC(=O)c2ccccc2)cc(OC)c1OC (stereo unspecified)	1.1%	-3.4%	-2.7%	3.2%	i	0.8%	1.3	i	-0.1%
N#Cc1nc(-c2ccc(F)cc2)oc1N1CCCCC1	5.1%	-2.7%	-9.0%	3.0%	i	0.1%	-0.4	i	4.8%
COc1ccccc1CNC(=O)/C=C/c1ccc(S(=O)(=O)NCc2ccco2)cc1	-29.7%	-1.3%	1.1%	3.5%	i	28.2%	0.9	i	-4.0%
COc1ccc2cc(C(=O)Nc3ccc(O)cc3)sc(=O)c2c1OC	16.7%	-1.5%	-1.2%	25.6%	i	-8.7%	2.5	i	-11.8%
O=C(NCc1ccccn1)c1cccn1-c1ncc(C(F)(F)F)cc1Cl	-0.6%	-2.7%	-37.1%	-0.3%	i	-17.7%	4.0	i	2.3%
S=C(NCc1cccc(Cl)c1)NC1CCCCC1	?	?	-9.4%	0.4%	i	?	-1.8	i	9.5%
Nc1c(C(=O)NCCN2CCOCC2)c2nc3ccccc3nc2n1-c1ccccc1	-17.5%	-8.2%	-22.5%	0.5%	i	-29.4%	-0.2	.	?
O=S(=O)(NCCc1ccccc1)c1ccc(S(=O)(=O)N2CCCCC2)cc1	0.8%	0.1%	2.3%	-0.7%	i	5.4%	0.2	i	-7.6%
CC(NC(=O)c1ccc(N2CCNCC2)c([N+](=O)[O-])c1)C12CC3CC(CC(C3)C1)C2 (stereo unspecified)	-17.2%	1.4%	-13.2%	5.4%	i	-2.8%	0.8	i	0.0%
COc1ccc(C2c3c(ncn(CCCO)c3=N)Oc3ccc4ccccc4c32)cc1OC (stereo unspecified)	-24.2%	3.9%	-62.5%	12.6%	i	?	-1.6	?	?
CCOC(=O)C1CCN(c2ncnc3c2c(-c2ccccc2)cn3-c2ccccc2)CC1	?	-0.5%	-19.2%	0.3%	i	-9.0%	-0.2	i	-1.1%
O=C(Cc1cccs1)NNC(=S)NCc1ccc(Cl)cc1	-0.3%	1.2%	-8.3%	-0.6%	i	-29.0%	1.8	i	-9.0%
O=C(Nc1ccc(N2CCN(C(=O)c3ccco3)CC2)cc1)c1cccnc1Cl	-11.9%	-1.6%	-4.3%	1.1%	i	1.0%	0.5	i	-7.8%
CN1CCN(C(=O)/C(=C/c2cccnc2)NC(=O)c2cccc(Br)c2)CC1	?	2.0%	-2.3%	-0.4%	i	11.3%	-2.3	i	-8.8%
Cc1[nH]c(=O)[nH]c(=O)c1S(=O)(=O)N1CCN(c2ccccc2)CC1	-7.5%	-2.5%	4.1%	0.2%	i	-5.0%	-2.0	i	0.3%
COc1ccccc1NC(=O)C(Cc1ccc(Cl)cc1)c1nn[nH]n1 (stereo unspecified)	5.4%	-0.2%	14.6%	-0.2%	i	8.2%	0.6	i	5.0%
O=C(Nc1cccc2ccccc12)c1ccc([N+](=O)[O-])o1	-4.2%	0.8%	-127.6%	?	i	?	-1.2	i	-25.4%
c1ccc(SCCN2CCN(c3ccccc3)CC2)cc1	4.3%	0.7%	-22.3%	-0.1%	i	-7.5%	-0.2	i	-0.4%
COc1ccc(NC(=O)C(CC(C)C)NC(=O)C2CCCCC2)cc1 (stereo unspecified)	1.3%[9.27 µM]	.	2.5%	-0.7%	.	-1.4%	.	i	5.5%
CCCCNC(=O)CSc1nc2cc(OC)c(OC)cc2c(=O)n1Cc1ccc(OC)cc1	0.0%	-1.1%	-34.6%	-0.1%	i	-9.2%	-0.1	i	0.2%
Cc1cc(C)c(C#N)c(Nc2cccc(C)c2C)n1	?	-3.1%	-22.9%	0.7%	i	-1.1%	-43.7*	?	-6.1%
CCO[C@@H]1OC(C(=O)O)=C[C@H](c2ccc3c(c2)OCO3)[C@H]1CCCO	9.7%	.	1.5%	-1.1%	i	1.0%	0.5	i	2.9%
Cc1nc2ccccn2c1C(=O)N/N=C/c1ccc([N+](=O)[O-])cc1	?	2.2%	-42.0%	0.3%	i	2.8%	-0.6	i	-5.8%
CCC(C(=O)Nc1ccccc1F)n1nc(C)c2c(C)n(-c3ccccc3)nc2c1=O (stereo unspecified)	-12.3%	-0.6%	-1.2%	0.2%	i	-5.3%	-1.6	i	0.1%
COc1ccc(-c2oc(NC(=O)c3ccc(C)cc3)c(C#N)c2-c2ccc(OC)cc2)cc1	?	-3.0%	-16.1%	0.2%	i	-3.7%	1.5	i	-19.2%
COc1ccc(NS(=O)(=O)c2cccc(C(=O)O)c2)cc1S(=O)(=O)N1CCOCC1	10.6%	-0.3%	-1.8%	-1.1%	i	?	-1.3	i	8.8%
O=C(Cn1c(NCCO)nc2ccccc21)c1cccs1	.	-1.3%	7.3%	0.0%	i	4.6%	1.5	i	-1.9%
Clc1ccc(-c2nc(Cc3ccccc3)no2)cc1	?	0.0%	-1.0%	3.1%	.	11.5%	0.4	i	-4.1%
O=C(CSc1nc(C2CC2)nc2sc3c(c12)CCCC3)NCc1ccco1	14.8%	-1.5%	0.0%	0.0%	i	-3.1%	-1.2	i	0.0%
CC(C)CN1C(=O)C(=O)N(CC(=O)N2c3ccccc3NC(=O)CC2C)C1=O (stereo unspecified)	19.9%	-1.7%	3.4%	-0.8%	i	-19.1%	-1.2	i	0.2%
O=C(Nc1ccc2c(c1)OCCO2)c1ccc(Cl)c(Cl)c1	?	1.4%	-11.7%	5.3%	i	14.7%	-3.1	i	-10.0%
Cc1nnc(SCC(=O)Nc2ccc(Oc3ccccc3)cc2)n1N	8.5%	-0.1%	-7.9%	-0.4%	i	-12.8%	-1.9	i	9.8%
O=C(NC(=S)Nc1ccc(N2CCOCC2)cc1)c1cccc(Cl)c1	?	0.8%	-13.8%	2.7%	i	?	-4.6	i	0.8%
CN1CCN(CC(=O)n2c3c(c4ccccc42)CCCC3)CC1	0.3%	-1.2%	-20.1%	3.2%	.	1.1%	1.3	i	-5.7%
O=C(Cn1c2c(sc1=O)C1c3ccccc3OCC1CS2)Nc1ccc(Cl)cc1 (stereo unspecified)	-24.6%	0.2%	8.0%	-0.5%	i	-7.2%	-1.3	?	4.1%
Cc1noc(C)c1S(=O)(=O)Nc1ccccc1Oc1ccccc1	-16.7%	-1.0%	-46.7%	0.3%	i	-27.3%	0.2	i	-8.6%
Oc1ccccc1-c1nc(-c2cccs2)c(-c2cccs2)[nH]1	?	.	-63.9%	0.3%	.	?	.	.	-21.6%
COc1ccc(NC(=O)CCS(=O)(=O)c2ccc3c(c2)oc(=O)n3C)cc1	10.2%	-1.3%	8.8%	-0.4%	i	-0.7%	1.3	i	6.3%
CC(C)(O)C#Cc1ccc(CN2CCC(CO)(CCc3ccccc3)CC2)cc1	17.1%	-2.1%	-24.1%	3.3%	i	-18.8%	-3.1	i	?
O=C(Nc1ccccc1C(F)(F)F)c1cc(-c2ccccc2O)on1	.	-1.1%	1.5%	4.1%	i	-0.7%	-2.5	i	10.0%
COC(=O)c1c(O)cc(=O)n2c1CCCCC2	-22.5%	1.5%	22.5%	0.2%	i	1.9%	2.1	i	-6.6%

Compound activity from PubChem BioAssay.
